High-throughput results as filed in PubChem.
IL1B secr inh = inhibitors of inflammasome signaling (IL-1 beta secretion) | THP-1 LPS/ATP IL-1B secretion, AlphaLISA, 16 h; active compounds read low | activity change, % at 57.5 µM | 4.7% of 360,000 active | AID 743279; in the data active = activity change below about -50%; inconclusive = mostly about -30% to -49%; note: % is set by controls: 0 for no effect and ±100 for the full control effect
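THP-1 cells pretreated 1 hr with compounds (up to 57.5 uM final), then stimulated with LPS (250 ng/mL final) plus ATP (1.25 mM final); secreted IL-1B measured by AlphaLISA after 16 hr, decreased signal indicating inhibition.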
KB-V1 cytotox = kills drug-selected multidrug resistant KB-V1 cells; KB-V1 MDR cells viability, CellTiter-Glo, 72 h; Potency, µM (series often up to 46.1 µM), inactives show at the highest dose activity change, negative = cytotoxicity, most hits filed as cytotoxic; 3.4% of 400,000 active; note: potency is the fitted concentration of half-maximal effect; % is set by controls: 0 for no effect and ±100 for the full control effect; nearly all actives have a fitted effect of over 60% in size
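KB-V1 MDR subline cells in DMEM (phenol-red free, 10% FBS) exposed to compounds in qHTS concentration series for 72 h at 37 degrees C. Viability read by CellTiter-Glo luminescence; concentration-effect curves fitted after normalization and correction.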
MCF10A rereplic = inducers of DNA re-replication in MCF 10A breast cells | MCF 10A DNA re-replication, Hoechst nuclear intensity, 48 h | Potency, µM (series often up to 46.1 µM), for the others: at the highest dose activity, positive = re-replication, usual class: activators | 2.9% of 350,000 active; note: potency is the fitted concentration of half-maximal effect; % of control where 0% means no effect; nearly all actives have a fitted effect of over 50% in size
ATXN2 expr inh = inhibitors of ATXN2 expression | HEK-293 ATXN2-luciferase reporter, luminescence, 24 h | Potency, µM (series often up to 57 µM), for inactives: at the highest dose activity change, negative = inhibition, usual class: inhibitors | 0.72% of 360,000 active; note: potency is the fitted concentration of half-maximal effect; % is set by controls: 0 for no effect and ±100 for the full control effect; nearly all actives have a fitted effect of over 55% in size
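ATXN2-luciferase reporter cells (luciferase flanked by upstream and downstream ATXN2 gene portions) were treated 24 h at 37 °C with compounds at up to 57 uM. SteadyGlo luminescence gave expression; GF-AFC fluorescence gave viability.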
KB-3-1 tox = KB-3-1 parental cell cytotoxicity; KB-3-1 viability, CellTiter-Glo ATP luminescence, 72 h; Potency, µM (highest dose often 46.1 µM), without a hit: at the highest dose activity change, negative = cytotoxic, most hits filed as cytotoxic; 1.4% of 400,000 active; note: potency is the fitted concentration of half-maximal effect; % is set by controls: 0 for no effect and ±100 for the full control effect; nearly all actives have a fitted effect of over 60% in size
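Viability of parental KB-3-1 cells, measured by CellTiter-Glo luminescence, followed a 72 h incubation at 37 °C with pinned compounds in phenol-red-free DMEM containing 10% FBS.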
HT1080-NT tox = kills 2HG-producing HT-1080-NT fibrosarcoma cells; HT-1080-NT fibrosarcoma viability, CellTiter-Glo ATP luminescence, 48 h; Potency, µM (doses to about 46.1 µM), inactives show at the highest dose activity, negative = less viability, most hits filed as cytotoxic; 1.6% of 360,000 active; AID 686970;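 note: NT is the 2HG producing partner of a matched IDH1 knockdown line; potency is the fitted concentration of half-maximal effect; 0% = DMSO-treated cells and -100% = media-only wells without cells; nearly all actives have a fitted effect of over 55% in size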
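Compounds were tested in concentration-response format on HT-1080-NT cells for 48 hours at 37 degrees C. Cell viability came from CellTiter-Glo luminescence; curves were classified by r2, response magnitude and activity.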
SW480 rereplic = DNA re-replication induction in SW480 cells. SW480 DNA re-replication, Hoechst DNA content imaging, 48 h. Potency, µM (highest dose often 46.1 µM), for inactives: at the top dose re-replication activation, hits mostly activators. 1.8% of 340,000 active. AID 624297; note: potency is the fitted concentration of half-maximal effect; % of control where 0% means no effect; nearly all actives have a fitted effect of over 55% in size
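SW480 cells exposed to compounds for 48 hr at 37 C, 5% CO2, then Hoechst-stained 40 min. Nuclear DNA content imaged by fluorescence scanning (405 nm excitation, 500-530 nm emission); re-replication scored as increased high-intensity nuclei.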
HT1080 IDH1KD tx = HT-1080 IDH1 knockdown cell toxicity (counter line). HT-1080 IDH1 knockdown viability, ATP luminescence, 48 h. Potency, µM (top dose mostly 46.1 µM), for the others: top-dose activity, negative = toxicity, most hits filed as cytotoxic. 2% of 360,000 active;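 note: potency is the fitted concentration of half-maximal effect; 0% = DMSO wells and -100% = cell-free medium wells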
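CellTiter-Glo luminescence after 48 h compound exposure at 37 degrees C of IDH1-knockdown HT-1080 cells in 5% FBS RPMI. %Activity scaled between DMSO wells and cell-free media wells, with curves fitted and assigned curve classes.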
WRN inhibitor = WRN helicase (human) inhibition. Q14191. WRN helicase unwinding, fluorescent forked duplex, kinetic. Potency, µM (doses to about 114 µM), for the others: at the top dose activity change, negative = inhibition, hits mostly inhibitors. 0.46% of 360,000 active; note: potency is the fitted concentration of half-maximal effect; % is set by controls: 0 for no effect and ±100 for the full control effect; nearly all actives have a fitted effect of over 55% in size
Target sequence (Q14191 whole entry, looked up): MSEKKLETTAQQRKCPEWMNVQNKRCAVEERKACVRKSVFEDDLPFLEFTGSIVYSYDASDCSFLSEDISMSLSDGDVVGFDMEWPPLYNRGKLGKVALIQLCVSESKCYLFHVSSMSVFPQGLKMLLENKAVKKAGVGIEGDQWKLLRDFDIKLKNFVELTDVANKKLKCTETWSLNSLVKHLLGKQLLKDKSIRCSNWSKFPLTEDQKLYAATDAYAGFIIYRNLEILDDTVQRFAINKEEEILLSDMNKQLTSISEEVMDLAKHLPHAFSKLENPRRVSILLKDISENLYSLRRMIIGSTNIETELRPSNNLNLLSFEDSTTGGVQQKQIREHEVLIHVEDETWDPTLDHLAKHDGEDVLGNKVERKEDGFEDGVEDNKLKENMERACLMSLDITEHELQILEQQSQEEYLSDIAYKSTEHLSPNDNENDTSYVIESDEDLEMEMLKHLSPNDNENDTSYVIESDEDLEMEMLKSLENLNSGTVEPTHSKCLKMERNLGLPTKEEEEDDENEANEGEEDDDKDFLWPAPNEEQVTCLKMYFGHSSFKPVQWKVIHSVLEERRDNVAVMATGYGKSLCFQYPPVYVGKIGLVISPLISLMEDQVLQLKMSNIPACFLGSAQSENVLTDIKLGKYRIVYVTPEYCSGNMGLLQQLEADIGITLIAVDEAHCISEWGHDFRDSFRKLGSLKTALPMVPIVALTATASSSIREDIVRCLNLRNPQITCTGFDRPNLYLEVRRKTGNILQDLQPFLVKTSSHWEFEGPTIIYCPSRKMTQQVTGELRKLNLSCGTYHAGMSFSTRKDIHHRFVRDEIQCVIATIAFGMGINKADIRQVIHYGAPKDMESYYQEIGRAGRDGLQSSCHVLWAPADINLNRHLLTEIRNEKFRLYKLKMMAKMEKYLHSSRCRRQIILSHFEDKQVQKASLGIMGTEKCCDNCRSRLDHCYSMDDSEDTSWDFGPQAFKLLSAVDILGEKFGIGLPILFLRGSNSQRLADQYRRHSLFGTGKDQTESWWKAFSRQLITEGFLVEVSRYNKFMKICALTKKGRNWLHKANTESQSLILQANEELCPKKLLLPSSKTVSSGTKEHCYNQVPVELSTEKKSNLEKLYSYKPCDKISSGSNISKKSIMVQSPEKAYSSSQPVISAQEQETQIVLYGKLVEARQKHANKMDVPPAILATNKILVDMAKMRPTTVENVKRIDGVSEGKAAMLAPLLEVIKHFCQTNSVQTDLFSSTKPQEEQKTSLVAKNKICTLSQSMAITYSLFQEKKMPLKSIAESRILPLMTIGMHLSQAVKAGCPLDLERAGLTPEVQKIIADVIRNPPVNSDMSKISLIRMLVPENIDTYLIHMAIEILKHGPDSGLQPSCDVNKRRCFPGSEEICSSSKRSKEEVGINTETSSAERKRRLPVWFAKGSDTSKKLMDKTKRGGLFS
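Fluorescence dequenching readout, ex 525 nm/em 598 nm, kinetic mode: forked duplex DNA (100 nM final) with adjacent fluorophore and quencher unwound by WRN (20 nM final) with 2 mM ATP. Compound preincubation 15 min, room temperature.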
* = called active by the depositor; i = inactive; ? = inconclusive; . = no result given; & = joins results of further samples; [ ] = another dose, or the depositor's remark. Unless noted, calls come from the whole dose curve; as a rule, active = well fitted curve in the direction sought with a large enough effect; inconclusive = small, poorly fitted or top-dose-only effect, or another doubt; inactive = no such curve, though single readings can be large; an effect the other way counts as inactive or inconclusive.

Screens in order – IL1B secr inh, KB-V1 cytotox, MCF10A rereplic, ATXN2 expr inh, KB-3-1 tox, HT1080-NT tox, SW480 rereplic, HT1080 IDH1KD tx, WRN inhibitor
> O=c1oc(CCCO)cc2ccc(C#Cc3ccsc3)cc12
→ -8, 9%, ?, 11%, 5%, 2%, 0%, 5%, 4%
> COc1ccc(OC)c(S(=O)(=O)Nc2cnc3ccccc3c2)c1
→ 63, ?, 1%, -24%, -21%, ?, -9%, -24%, 2%
> C/C(Cl)=C\Cn1c(NCCCn2ccnc2)nc2c1c(=O)n(C)c(=O)n2C
→ 9, 16%, 2%, 2%, 7%, 4%, -4%, 24%, 6%
> CCc1ccc(NC(=S)N2CCN(c3cccc(OC)c3)CC2)cc1
→ 0, -10%, 2%, -21%, -11%, -10%, i[1.84 µM], -5%, 3%
> Cc1ccc(S(=O)(=O)N2CCC(C(=O)NC3CC3)CC2)cc1
→ 2, -8%, -1%, 16%, ?, 15%, -11%, 7%, 0%
> COc1ccc(CCN2CC(C(=O)N(C)CC(=O)Nc3ccc(F)c(F)c3F)CC2=O)cc1OC (stereo not given)
→ 17, 0%, -6%, 9%, 8%, 4%, -1%, 3%, 0%
> O=C(NC(=O)N1CCCC1)c1csnn1
→ 19, -3%, 0%, 11%, 1%, 14%, ?, 10%, -4%
> O=C(OCC(=O)N(CCc1ccccc1)Cc1ccccc1)c1cc(S(=O)(=O)N2CCOCC2)ccc1F
→ -5, -14%, 8%, -2%, 5%, 8%, -3%, 23%, -1%
> O=C(O)/C=C\C(=O)Nc1ccccc1C(=O)N1CCN(c2ccc(Cl)cc2)CC1
→ 0, -18%, 0%, 5%, -4%, -1%, -7%, -4%[9.24 µM], -6%
> COc1ccc(NCC(=O)Nc2c(C)cccc2C)cc1S(=O)(=O)N1CCOCC1
→ -8, 3%, ., ., 2%, 3%, ., -6%, 4%
> CC1(C)Cc2ccccc2C(NN=C2CCCC2)=N1
→ 0, -7%, 2%, -27%, 1%, 1%, -7%, -3%, 18%
> Cc1nc(NCCc2ccccc2)sc1C(=O)N(C)C
→ 3, 5%, -5%, 62%[activator], -2%, 16%, 6%, 4%, -19%
> Cc1cccc(NC(=O)c2ccc(NC(=O)c3ccccc3Br)cc2)c1
→ -24, -10%, ?, -13%, 0%, -3%, ?, 1%, -10%
> Cc1ccc(S(=O)(=O)CC(O)CN2CCCC2=O)cc1 (stereo not given)
→ 24, 12%, 0%, 1%, 17%, 8%, -4%, -1%, 0%
> Cc1ccc(F)cc1NC(=O)C1C2CCC(O2)C1C(=O)O (stereo not given)
→ 19, 19%, 0%, ., -2%, 6%, -1%, -5%, 1%

As a short view, some entries already given:
Screens in order – IL1B secr inh, KB-V1 cytotox, MCF10A rereplic, ATXN2 expr inh, KB-3-1 tox, HT1080-NT tox, SW480 rereplic, HT1080 IDH1KD tx, WRN inhibitor
> COc1ccc(CCN2CC(C(=O)N(C)CC(=O)Nc3ccc(F)c(F)c3F)CC2=O)cc1OC (stereo not given)
→ 17, 0%, -6%, 9%, 8%, 4%, -1%, 3%, 0%
> O=C(NC(=O)N1CCCC1)c1csnn1
→ 19, -3%, 0%, 11%, 1%, 14%, ?, 10%, -4%
> O=C(OCC(=O)N(CCc1ccccc1)Cc1ccccc1)c1cc(S(=O)(=O)N2CCOCC2)ccc1F
→ -5, -14%, 8%, -2%, 5%, 8%, -3%, 23%, -1%

The list continues.
Screens in order – IL1B secr inh, KB-V1 cytotox, MCF10A rereplic, ATXN2 expr inh, KB-3-1 tox, HT1080-NT tox, SW480 rereplic, HT1080 IDH1KD tx, WRN inhibitor
> CN(C)CCCNc1ncnc2c1cnn2Cc1ccccc1Cl
→ -12, -9%, ?, -8%, -13%, -6%, -2%, -4%, 8%
> COc1ccc(NS(=O)(=O)c2ccc(C)c(C(=O)OC(C)C(=O)N3CCOCC3)c2)cc1 (stereo not given)
→ 34, -6%, -3%, -4%, -17%, -5%, 70%, -15%, 5%
> Cn1c(=O)[nH]c2cc3ccccc3cc21
→ ?, 1.3µM*, 10%, 22%, 1.6µM*, 13%, -13%, 2%, 8%
> COc1ccccc1NC(=O)COc1ccc(/C=N/n2cnnc2)cc1OC
→ -3, 3%, -5%, 7%, 6%, 0%, -2%, -5%, 0%
> COc1ccc2cc(C(=O)NCc3ccccc3CN3CCCC3)ccc2c1
→ -68*, -18%, 33%, ?, ?, -14%, 64%, -22%, 3%
> CCc1nnc(NC(=O)c2ccc(S(=O)(=O)N(CCOC)CCOC)cc2)o1
→ 17, ?, 21%, -12%, 14%, 4%, 6%, 12%, -6%
> COC(=O)CCCNC(=O)OCc1ccc([N+](=O)[O-])cc1
→ 9, 15%, -2%, 10%, 1%, 11%, -1%, 14%, 3%
> CCn1c(SCC(=O)Nc2nc(C)c(C)s2)nc2cccnc21
→ 9, ?, ?, 1%, -4%, -12%, -9%, -3%, -6%
> COC(=O)CN(c1ccc2c(c1)OCO2)S(C)(=O)=O
→ -21, -5%, -4%, 1%, -1%, -7%, -3%, 1%, -2%
> CCc1ccc(NS(=O)(=O)c2c(C)nc3sc(CC)nn3c2=O)cc1
→ 19, -11%&4%, 17%, -9%&-9%, -15%&-5%, 9%, -24%, 1%, 1%
> O=S1(=O)CCC(NC(=S)N2CCCCC2)C1 (stereo not given)
→ 25, -14%, 3%, 0%, 10%, 9%, -34%[inhibitor], 15%, 1%
> CCOC(=O)c1cc(C#N)c(N)nc1C
→ 3, 3%, ?, 2%, -13%, -4%, -10%, 11%, 6%
> CCCCC(=O)Nc1nc2ccc(C(=O)OC)cc2s1
→ 0, -4%, 18%, 33%[activator], 7%, -1%, -10%, 8%, -1%
> O=C(O)CSCC(=O)N1CCN(c2ncnc3scc(-c4ccccc4)c23)CC1
→ 16, -4%, -4%, ., 0%, 13%, 0%, 0%, 3%
> O=C1CCc2cc(S(=O)(=O)NCc3ccc(F)cc3)cc3c2N1CC3
→ -2, -12%&0%, 1%, 1%&1%, -3%&5%, -11%, -9%, -6%, -5%

3 entries from above, ordered by formula weight, high to low.
Screens in order – IL1B secr inh, KB-V1 cytotox, MCF10A rereplic, ATXN2 expr inh, KB-3-1 tox, HT1080-NT tox, SW480 rereplic, HT1080 IDH1KD tx, WRN inhibitor
> CCc1ccc(NS(=O)(=O)c2c(C)nc3sc(CC)nn3c2=O)cc1
→ 19, -11%&4%, 17%, -9%&-9%, -15%&-5%, 9%, -24%, 1%, 1%
> CCn1c(SCC(=O)Nc2nc(C)c(C)s2)nc2cccnc21
→ 9, ?, ?, 1%, -4%, -12%, -9%, -3%, -6%
> CN(C)CCCNc1ncnc2c1cnn2Cc1ccccc1Cl
→ -12, -9%, ?, -8%, -13%, -6%, -2%, -4%, 8%

Remaining list, next part
Compound,IL1B secr inh,KB-V1 cytotox,MCF10A rereplic,ATXN2 expr inh,KB-3-1 tox,HT1080-NT tox,SW480 rereplic,HT1080 IDH1KD tx,WRN inhibitor
CCOc1ccc(NC2=C(Cl)C(=O)N(Cc3ccccc3)C2=O)cc1,?,?,5%,-13%,1%,-25%,13%,?,-6%
Cc1cc(=O)oc2cc(OCCCC[n+]3ccccc3)ccc12,-10,-11%,10%,8%,-3%,19%,0%,3%,10%
O=C(CCN1C(=O)S/C(=C\c2ccccc2)C1=O)Nc1ccc(O)cc1C(=O)O,1,28%,3%,-3%,4%,2%,1%,10%,-11%
Cc1ccc(C(=O)OCC(=O)N2C(C)CCCC2C)cc1S(=O)(=O)N1CCCCC1 (stereo not given),16,-5%,-6%,-10%,4%,1%,-14%,1%,-2%
CN(CC(=O)Nc1ccc(N2CCOCC2)cc1)CC(=O)Nc1ccccc1C#N,2,?,?,15%,26%,1%,-9%,1%,-1%
Cc1ccc(-c2[nH]ncc2C(=O)c2cccc(F)c2)c(O)c1,-7,-2%,0%,-3%,-8%,-14%,0%,-10%,4%
CCOC(=O)C1=C(COC(=O)c2nc(Cl)ccc2Cl)NC(=O)NC1C (stereo not given),-4,?,2%,9%,9%,1%,-7%,5%,-3%
COc1ccc2nc(SCC(=O)Nc3cc(C)on3)c(C#N)cc2c1,0,?,11%,10%,0%,?,9%,-23%,-1%
O=[N+]([O-])c1cccc(Oc2cnccn2)c1,-1,3%,2%,0%,5%,28%,-5%,20%,12%
Brc1ccc(C2=Nc3cccc4cccc(c34)N2)o1,0,2%,-7%,1%,0%,5%,0%,1%,-3%[11.6 µM]
CCOc1ccc(CCNC(=O)c2cc3sccc3n2C)cc1OCC,-6,8.2µM*,10%,-20%,4%,1%,6%,-2%,-5%
O=C(Cc1ccccc1)NCC(=O)OCC(=O)c1ccc([N+](=O)[O-])cc1,-72*,1%,18%,-13%,2%,1%,0%,23%,-4%
CCOc1cc(N2CCOCC2)c(OCC)cc1NC(=O)c1ccccc1C,-12,?,-7%,-6%,-9%,13%,-3%,12%,8%
Cc1ccc(SCCC(=O)Nc2cccnc2)cc1,77,-7%,5%,22%,4%,2%,30%,0%,-1%
CC(=O)NC(=S)Nc1ccccc1N1CCN(C(=O)c2ccccc2)CC1,26,-20%,5%,?,-2%,-9%,-12%,-5%,-11%
CCOC(=O)c1ccc(NC(=O)C2CCCO2)cc1 (stereo not given),?,17%,1%,69%[activator],-5%,17%,-9%,12%,-3%
CC(=O)c1cc2c(cc1NC(=O)c1c(-c3ccccc3)noc1C)OCO2,3,15%,11%,0%,-6%,-4%,-7%,-10%,-9%
C=CCNC(=O)C(=O)NCC(c1ccc2c(c1)OCO2)N1CCOCC1 (stereo not given),-8,2%,8%,0%,-10%,6%,?,25%,3%
